Screening data from PubChem.
FLuc counter: inhibits or activates purified firefly luciferase, miR-21 counter-screen; 360,000 tested, 6.9% active; purified FLuc, Km substrates, luminescence inhibition; Potency, µM (titrated, usually from 57.5 µM), without a hit: at the top dose activity change, negative = inhibition, hits mostly inhibitors; P08659;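 further: plate controls were vehicle for no effect and reference inhibitor for full effect; nearly all actives have a fitted effect of over 55% in size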
Target sequence (P08659 whole entry, looked up): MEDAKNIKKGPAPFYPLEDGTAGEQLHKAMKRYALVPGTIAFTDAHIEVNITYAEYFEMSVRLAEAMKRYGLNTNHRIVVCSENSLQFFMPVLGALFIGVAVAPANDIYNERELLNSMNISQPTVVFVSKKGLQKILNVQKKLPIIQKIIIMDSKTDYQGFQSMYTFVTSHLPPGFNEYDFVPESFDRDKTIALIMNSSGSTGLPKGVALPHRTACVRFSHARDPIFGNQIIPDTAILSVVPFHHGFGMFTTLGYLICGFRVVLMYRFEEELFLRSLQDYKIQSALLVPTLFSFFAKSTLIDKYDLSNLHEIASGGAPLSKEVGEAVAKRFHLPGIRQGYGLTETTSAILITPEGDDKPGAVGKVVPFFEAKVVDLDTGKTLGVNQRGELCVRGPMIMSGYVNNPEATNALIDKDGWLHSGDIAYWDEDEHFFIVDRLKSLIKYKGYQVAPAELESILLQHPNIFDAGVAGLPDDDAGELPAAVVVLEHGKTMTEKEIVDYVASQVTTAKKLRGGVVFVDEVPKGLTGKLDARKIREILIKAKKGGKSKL
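Purified P. pyralis luciferase, 10 nM final, with Km-level 10 uM D-luciferin and 10 uM ATP in 50 mM Tris acetate pH 7.5, 10 mM Mg acetate, 0.01% Tween-20, 0.05% BSA; 6-point qHTS titration about 60 µM downward; luminescence read.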
ELG1 genotoxic: induces genotoxicity in HEK293T cells with luciferase-tagged ELG1; HEK293T ELG1-luciferase reporter, luminescence, 16 h; 330,000 tested, 1.3% active; AID 504466; Potency, µM (highest dose often 46 µM), inactives show at the highest dose activity change, positive = activation, actives largely listed as activators; further: % of control where 0% means no effect; nearly all actives have a fitted effect of over 60% in size
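HEK293T cells expressing luciferase-tagged ELG1 were exposed to compound or DMSO vehicle for 16 hr at 37 °C and 5% CO2. Luciferase activity was then measured with ONE-Glo after 30 min at room temperature.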
Rab9 promoter act: activators of Rab9 promoter | Huh7 Rab9 promoter-luciferase reporter, luminescence, 24 h | Potency, µM (top dose mostly 9.22 µM), for inactives: top-dose activation, negative = inhibition, actives largely listed as activators | AID 485297 | 320,000 tested, 2.8% active; further: % of control where 0% means no effect; nearly all actives have a fitted effect of over 60% in size
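Luminescence from Amplite-detected luciferase (10 minutes, ambient) reports Rab9 promoter activation. Before that, stable Rab9-luciferase Huh7 cells (1500/well, reduced-serum OP-MEM I plus 10% FBS) were exposed to compound for 24 hours at 37C.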
RORgamma inh: blocks mouse ROR gamma transcriptional activity | P51450 | Drosophila S2 Gal4-RORgamma UAS-luciferase reporter, 20 h | Potency, µM (titrated, usually from 53.6 µM), for inactives: at the top dose activity change, negative = inhibition, actives largely listed as inhibitors | 310,000 tested, 5.4% active; further: on the % scale 0 is the no-effect control and ±100 the full control effect; nearly all actives have a fitted effect of over 60% in size
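Compounds are pin-transferred onto Drosophila Schneider cells expressing a copper-inducible Gal4–ROR gamma transactivation domain fusion. After 1 hr, copper sulfate is added to 700 uM final; luciferase is read 20 hr later.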
MBNL1-CUG inh: blocks human MBNL1 binding to CUG repeat RNA | AID 2675 | Potency, µM (titrated, usually from 57.5 µM), for inactives: at the highest dose activity change, negative = inhibition, usual class: inhibitors | TR-FRET MBNL1-His/biotin-(CUG)12 binding, 665/545 ratio | 280,000 tested, 0.036% active; active means well fitted inhibition curve with a large enough effect in the signal ratio, with a control signal flat, not every such curve was filed as active; inconclusive means small, poorly fitted or top-dose-only effect, or effect the other way, or a change in a side signal; inactive means no such curve, though single readings can be large or run the other way; the % refers to the signal ratio; further: on the % scale 0 is the no-effect control and ±100 the full control effect
Target sequence (Q9NR56 whole entry, looked up): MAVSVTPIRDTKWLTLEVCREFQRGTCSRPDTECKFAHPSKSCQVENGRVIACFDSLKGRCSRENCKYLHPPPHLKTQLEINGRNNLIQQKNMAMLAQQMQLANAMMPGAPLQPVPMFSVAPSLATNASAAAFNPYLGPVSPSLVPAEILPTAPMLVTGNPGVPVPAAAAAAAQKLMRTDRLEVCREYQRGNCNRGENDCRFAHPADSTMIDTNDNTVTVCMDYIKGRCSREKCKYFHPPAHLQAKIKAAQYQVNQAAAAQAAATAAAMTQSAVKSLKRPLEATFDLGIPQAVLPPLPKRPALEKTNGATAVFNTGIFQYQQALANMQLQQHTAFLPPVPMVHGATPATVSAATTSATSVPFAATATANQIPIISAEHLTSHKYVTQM
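Ratiometric TR-FRET (665 over 545 nm, excitation 340 nm) tracks disruption of MBNL1-His/biotin-(CUG)12 complex after 60 min at room temperature, with compounds at 92 nM to 58 uM final.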
NPC1 promoter act: activates the NPC1 promoter. Huh7 NPC1 promoter luciferase reporter, 24 h. Potency, µM (series often up to 9.22 µM), for inactives: at the highest dose activation, most hits filed as activators. 320,000 tested, 2.4% active. AID 485313;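 further: % of control where 0% means no effect; nearly all actives have a fitted effect of over 60% in size; reporter is driven by a mutant NPC1 promoter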
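Luminescence from an NPC1 promoter-driven luciferase reporter in stably transfected Huh7 cells was measured after 24 h compound treatment at 37 °C, followed by 10 min ambient incubation with luciferase detection reagent.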
p53 reactivation: restores transcriptional activity of mutant p53 | H1299 p53-A138V BP100-luciferase reporter, luminescence, 24 h | Potency, µM (doses to about 92.2 µM), inactives show at the top dose activity change, positive = activation, most hits filed as activators | 320,000 tested, 0.063% active | AID 504706; further: % of control where 0% means no effect; nearly all actives have a fitted effect of over 45% in size
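H1299 (p53-null), stable ts p53-A138V + BP100-Luc; 1000 cells/well, Opti-MEM/10% FBS; cpd 4 pt, 1:5; 24 h, 37 deg C, 5% CO2; detection reagent 10 min RT; luminescence.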
uPA surface inh: inhibitors of cell surface uPA generation; cell surface uPA generation assay, qHTS; Potency, µM (series often up to 38.3 µM), for inactives: at the top dose activity change, negative = inhibition, actives largely listed as inhibitors; 330,000 tested, 0.31% active; AID 540303; active means well fitted inhibition curve with a large enough effect; inconclusive means small, poorly fitted or top-dose-only effect; inactive means no such curve, though single readings can be large or run the other way; tested in mouse RAW 264.7 cells; further: on the % scale 0 is the no-effect control and ±100 the full control effect; nearly all actives have a fitted effect of over 55% in size
BRCA1 expr act: BRCA1 expression activation; MCF7-BRCA1-FFLuc reporter, luminescence, 48 h; response scale: scaled: vehicle 0%, 10 µM genistein 100%; Potency, µM (series often up to 46.1 µM), without a hit: at the highest dose activation, usual class: activators; 380,000 tested, 1.1% active; further: nearly all actives have a fitted effect of over 80% in size; some results filed as inactive show a strong effect at the top dose
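Cells: MCF7-BRCA1-FFLuc, 2000/well. Exposure: 48 h, 37 °C, 5% CO2. Read: luminescence, 15 min post-substrate. Controls: genistein 10 microM (maximal activation), DMSO (neutral).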
Gal4-VP16 FLuc: counter-screen for ROR gamma inhibitors: Gal4-VP16 reporter | Drosophila S2 Gal4-VP16 UAS-luciferase, luminescence, 20 h | Potency, µM (series often up to 53.6 µM), for inactives: at the top dose activity, negative = inhibition, usual class: inhibitors | 310,000 tested, 3.5% active | AID 2546;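 further: Gal4-VP16 expression switched on by copper sulfate through the metallothionein promoter; on the % scale 0 is the no-effect control and ±100 the full control effect; nearly all actives have a fitted effect of over 50% in size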
Numbers without * were called inactive; ? = inconclusive; / = no result given; [ ] = another dose, or the depositor's remark. Unless noted, the call rests on the fitted dose curve; in most records, active means well fitted curve in the direction sought with a large enough effect; inconclusive means small, poorly fitted or top-dose-only effect, or another doubt; inactive means no such curve, though single readings can be large; an effect the other way counts as inactive or inconclusive. Potency means the concentration at half of the fitted maximal effect.

SMILES	FLuc counter	ELG1 genotoxic	Rab9 promoter act	RORgamma inh	MBNL1-CUG inh	NPC1 promoter act	p53 reactivation	uPA surface inh	BRCA1 expr act	Gal4-VP16 FLuc
COc1cc(/C=N/Nc2cccc(C)c2)cc(Br)c1O	?	5%	7%	1%	-2%	1%	-1%	9%	-49%	-7%
CCOC(=O)C1CCN(C(=O)Cn2cnc3sc(C)c(S(=O)(=O)N4CCOCC4)c3c2=O)CC1	0%	-20%	-5%	-11%	-10%	-4%	0%	-1%	-8%	-4%
CCOc1ccc(NC(=O)C2CCCN(S(=O)(=O)c3ccc(-n4cnnn4)cc3)C2)cc1 (stereo unspecified)	0%	12%	0%	-23%	1%	-1%	4%	2%	-26%	-2%
C=CCn1c(O)c(N=NC(=O)c2cccnc2)c2cc(Br)ccc21	1%	-3%	-2%	0%	?	0%	2%	-2%	-25%	-17%
CC(=O)Nc1cccc(Oc2cc(C#N)c(C#N)cc2N2CCOCC2)c1	3%	0%	-2%	20%	4%	-4%	-7%	-8%	-15%	-3%
CCc1nnc(NC(=O)CSc2nnc(CNc3ccc(OC)cc3)n2CC)s1	?	0%	-7%	22%	-6%	-6%	-2%	4%	4%	9%
CC(C)OCCCNc1nc(-c2ccccc2)nc2ccccc12	0%	-14%	2%	/	-7%	2%	/	?	-22%	/
O=C(CSc1nccc(=O)[nH]1)NCc1ccc(Cl)cc1	-16%	0%	5%	12%	-17%	-4%	0%	-2%	-1%	-3%
O=C(N/N=C/c1cc(Br)cs1)C(O)c1ccccc1 (stereo unspecified)	-11%	-1%	-4%	?	?	0%	-4%	4%	4%	-17%
O=S(=O)(c1ccccc1F)N1CCc2ccccc2C1	-5%	-4%	5%	0%	-3%	1%	-14%	-3%	-2%	-8%
CCOc1cccc(CNCc2ccncc2)c1	4%	-2%	-1%	-28%	6%	-1%	/	-2%	-10%	-1%
CC(=O)c1ccc(S(=O)(=O)N2CCN(C(C)C(=O)N(C)Cc3ccccc3)CC2)cc1 (stereo unspecified)	/	0%	/	/	/	/	3%	-7%	-4%	/
O=C(O)Cn1nnc(-c2cccs2)n1	-3%	1%	3%	-23%	-9%	-4%	2%	2%	-4%	-8%
CC(=O)c1cccc(N(CC(=O)NC2CCCC2)C(=O)c2ccc(C)s2)c1	1%	-1%	-1%	-18%	-4%	2%	-4%	-5%	-29%	-5%
COc1cc([N+](=O)[O-])ccc1Nc1nc(C)cc(C)n1	0%	-6%	-1%	21%	2%	-1%	0%	9%	-20%	-9%
Clc1ccc(-c2nnc(-c3ccccc3)o2)c(Cl)c1	0.43µM*	?	0.89µM*	-22%	4%	0.4µM*	-13%	-7%	?	?
CCOC(=O)c1cc(NCc2cccs2)ccc1N1CCOCC1	-1%	-1%	-8%	10%	8%	1%	-3%	1%	-21%	-2%
Cc1ccc(CNC(=O)CSc2nc3ccsc3c(=O)n2Cc2ccc(C(=O)O)cc2)cc1	-16%	0%	-3%	-11%	1%	-1%	-5%	-24%	2%	-3%
COc1cc2ccccc2cc1C(=O)Nc1ccc(Br)cn1	?	?	1.8µM*	-36%	30%	1.6µM*	/	8%	28%	-16%
O=S(=O)(NN1CCOCC1)c1ccc(Br)s1	-2%	-8%	7%	6%	8%	3%	-5%	0%	24%	-7%
O=C(CSc1ccccc1F)NC(=O)c1ccc(Cl)cc1	/	4%	/	/	/	/	-3%	1%	-20%	/
Clc1ccccc1/C=C/c1ccnc2ccccc12	19µM*	4%	17%	-3%	3%	14%	24%	?	45%	19%
O=C(COC(=O)c1cccc(-n2cnnn2)c1)c1ccc(Br)cc1	6.7µM*	?	?	/	/	?	?	3%	79%	/
COC(=O)[C@H](Cc1ccccc1)NC(=O)[C@@H]1C[C@H]1[C@@H](NC(=O)OCc1ccccc1)c1ccccc1	0%	-3%	-4%	9%	-9%	-1%	6%	11%	7%	-18%
Cc1ccc(S(=O)(=O)N2CCCCC2)cc1NC(=S)NC(=O)c1ccco1	-3%	-1%	-1%	?	19%	-1%	5%	10%	-42%	-20%

Additional records:
SMILES	FLuc counter	ELG1 genotoxic	Rab9 promoter act	RORgamma inh	MBNL1-CUG inh	NPC1 promoter act	p53 reactivation	uPA surface inh	BRCA1 expr act	Gal4-VP16 FLuc
CCCNC(=O)c1ccc(Cl)cc1Cl	-14%	2%	-6%	25%	9%	1%	6%	1%	0%	4%
Cc1ccc(S(=O)(=O)NC(C)CCc2ccccc2)cc1 (stereo unspecified)	3%	-1%	2%	-3%	1%	-2%	-1%	2%	-7%	4%
COc1ccc(C(OC(=O)c2cccs2)C(=O)NCC2CCCO2)cc1 (stereo unspecified)	6%	0%	-2%	-11%	-7%	-1%	-7%	-7%	25%	7%
CCCS(=O)(=O)N1CCCC(C(=O)NCCCN2CCN(c3cccc(Cl)c3)CC2)C1 (stereo unspecified)	6%	-7%	-1%	0%	0%	-1%	-10%	-7%	-41%	-19%
CCOc1ccccc1NC(=S)N1CCN(c2ccc(OC)cc2)CC1	9%	-3%	-3%	11µM*	-5%	0%	-5%	-7%	-10%	18µM*
COc1cccc(NC(=S)N2CCC(NC(=O)c3ccco3)CC2)c1	0%	0%	13%	-24%	-3%	2%	-2%	/	-10%	0%
CC(Cc1cccs1)NC(=S)Nc1ccccc1 (stereo unspecified)	-16%	1%	-9%	4.5µM*	-7%	2%	21%	2%	54%	7.1µM*
CC(=O)c1cccc(N(CC(=O)NCCc2ccccc2)C(=O)c2csnn2)c1	2%	1%	-1%	-1%	-7%	0%	3%	2%	9%	10%
CCN(c1ccccc1)S(=O)(=O)c1ccc(NN)nc1	0%	2%	-4%	/	/	-3%	5%	?	-87%[inhibitor]	/
CCc1ccc(CN(C)C(=O)CCc2nnc(Cc3cccc(C)c3)o2)nc1	1%	-5%	-7%	18%	14%	-4%	-3%	7%	4%	3%
COc1c(F)c(F)c(C(=O)Nc2ccccc2N2CCN(C(C)=O)CC2)c(F)c1F	7%	/	/	-26%	-3%	/	/	6%	-36%	2%
O=C(CSc1cc(Cl)ccc1Cl)NCC1CCCO1 (stereo unspecified)	3%	-2%	-14%	-37%	-5%	-1%	-1%	/	-20%	-5%[0.365 µM]
Cc1sc2nc(CSC(C)C(=O)Nc3ccc(C(N)=O)cc3)[nH]c(=O)c2c1C (stereo unspecified)	4%	4%	-6%	/	/	2%	-4%	2%	-6%	/
CN(C)C(=O)N1CCC(C(=O)N2CCCC(C(=O)c3ccc(C(C)(C)C)cc3)C2)CC1 (stereo unspecified)	-18%	-7%	2%	?	-3%	0%	-3%	-1%	-32%	-1%
CCN1C(=O)N(S(=O)(=O)C(F)(F)F)[C@@H](c2ccccc2)C(C(=O)OC)=C1C	0%	0%	-6%	-2%	-1%	-1%	-2%	-2%	-3%	4%
COc1cc(C(=O)NC(=S)Nc2nccs2)cc(OC)c1OC	-16%	1%	1%	3.2µM*	3%	0%	-4%	-4%	-5%	?
Cc1cc(N2CCCC2)c(F)cc1/C=C\[N+](=O)[O-]	-11%	6%	-15%	2%	-3%	-5%	5%	-9%	-22%	-9%
Cc1ccc(-n2nc3c(=O)n(C(C)C(=O)NC4CC4)nc(C)c3c2C)cc1 (stereo unspecified)	-4%	1%[9.26 µM]	-2%	8%	0%	0%	0%	-14%	17%	-2%
O=c1[nH]c(CN2CCN(S(=O)(=O)c3ccc4ccccc4c3)CC2)nc2ccccc12	0%	9%	-2%	10%	-6%	-1%	-2%	3%	-11%	7%
CCC1CCc2sc(C(=O)N3CCCN(C)CC3)cc2C1 (stereo unspecified)	-1%	11%	9%	/	5%	2%	/	1%	68%	/
CN1CCC(OC(=O)c2ccc(Cl)cc2Cl)CC1	-13%	-3%	2%	1%	-7%	1%	5%	-9%	17%	-1%
CCOc1ccccc1/C=N/OCC(=O)NCc1ccc(F)cc1	5%	0%	0%	-1%	-1%	-5%	-5%	6%	-15%	-5%
Cc1nc(SCC(=O)c2cc3ccccc3oc2=O)c(C#N)c(-c2cccs2)c1C(=O)Nc1ccccc1	0%	-13%	1%	-10%	26%	0%	3%	3%	-6%	8%
CCOC(=O)C1CCN(c2cc(=O)n(C3CCCCC3)c(=O)[nH]2)CC1	-1%	0%	3%	-12%	5%	-3%	-23%	0%	20%	4%
CC1CCN(C(=O)C2CCN(C(=O)c3ccc(C(C)(C)C)cc3)CC2)CC1	0%	0%	1%	38%	-1%	-1%	-6%	3%	-14%	-2%
Cc1ccc(C(=O)N2c3ccccc3N(Cc3ccccc3)C(=O)C2(C)C)cc1	-1%	-1%	-20%	65%	-10%	-26%	-1%	-28%	-78%	?
Cn1c(=O)c(-c2ccccc2)nn2c3ccccc3nc12	0%	-4%	-1%	-23%	?	13%	?	-2%	-33%	4%

Structural class: the entries above with a furan ring, fused or not (2)
SMILES	FLuc counter	ELG1 genotoxic	Rab9 promoter act	RORgamma inh	MBNL1-CUG inh	NPC1 promoter act	p53 reactivation	uPA surface inh	BRCA1 expr act	Gal4-VP16 FLuc
Cc1ccc(S(=O)(=O)N2CCCCC2)cc1NC(=S)NC(=O)c1ccco1	-3%	-1%	-1%	?	19%	-1%	5%	10%	-42%	-20%
COc1cccc(NC(=S)N2CCC(NC(=O)c3ccco3)CC2)c1	0%	0%	13%	-24%	-3%	2%	-2%	/	-10%	0%
